mABHD4 FP = ABHD4 inhibitors, primary screen, biochemical, fluorescence polarization, mouse; actives 0.54% (n = 370,000); purified mABHD4, FP-Rh probe fluorescence polarization; (Lyso)-N-acylphosphatidylethanolamine lipase (Mus musculus), Q8VD66; AID 720543, 2013; inhibition, % at 8.92 µM;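 active = inhibition exceeding the mean over every tested compound plus 3 SD, cut at about 30% in these data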;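 note: 0% = plate median of compound wells and 100% = S159A mutant with DMSO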
Target sequence (Q8VD66 whole entry, looked up): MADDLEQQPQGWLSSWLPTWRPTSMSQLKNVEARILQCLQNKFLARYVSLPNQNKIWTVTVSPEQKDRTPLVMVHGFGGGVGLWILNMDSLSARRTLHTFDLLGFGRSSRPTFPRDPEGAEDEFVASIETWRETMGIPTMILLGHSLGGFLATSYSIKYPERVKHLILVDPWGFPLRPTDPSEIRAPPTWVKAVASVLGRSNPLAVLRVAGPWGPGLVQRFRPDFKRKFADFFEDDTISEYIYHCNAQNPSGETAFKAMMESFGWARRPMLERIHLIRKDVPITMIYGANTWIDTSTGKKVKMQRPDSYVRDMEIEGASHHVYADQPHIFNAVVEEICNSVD
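Test system: mouse ABHD4 enzyme, wild type. Reagent: FP-Rh fluorescent activity-based probe, added after compound pre-incubation. Timing: pre-incubation 45 min, probe exposure 60 min, at 25 °C. Technique: FP readout, ex 525 nm / em 598 nm. Benchmarks: high control S159A mutant with DMSO, low control median of compound wells.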
GC-A act = GC-A stimulated cGMP production enhancers – HEK293 GC-A cells, cGMP TR-FRET, EC30 ANP, primary screen | actives 0.14% (n = 370,000) | Atrial natriuretic peptide receptor 1 (Homo sapiens), P16066 | activation, % at 10 µM | AID 1671463, 2021 | 0% at EC30 ANP, 100% saturating ANP; in the data active = activation above about 40%
ASAP1 inh = inhibitors of human ASAP1 ArfGAP activity, primary screen, biochemical, fluorescence polarization; Arf-GAP with SH3 domain, ANK repeat and PH domain-containing protein 1 (Homo sapiens), …; ASAP1-stimulated ARF1 GTP hydrolysis, GDP FP detection; inhibition, % at 16.5 µM; actives 0.19% (n = 360,000); AID 624377, 2012; in the data active = inhibition above about 25%;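 note: 0% = vehicle with enzyme and substrate and 100% = no enzyme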
SMARCA2 act = SMARCA2 (BRM) function activators, primary screen, cell-based, luminescence, high throughput. MG213 cells, MMTV-luciferase reporter, dexamethasone, overnight. activation, % at 9.1 µM. actives 1% (n = 370,000). AID 652017, 2013; in the data active = activation above about 7.8%;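 note: 0% = vehicle wells and 100% = reference activator wells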
NR1D1 modulator = modulators of Rev-erb alpha DNA binding, primary screen, biochemical, FITC-DNA, fluorescence polarization, uHTS; Nuclear receptor subfamily 1 group D member 1 (Homo sapiens), P20393; activity, % at 10 µM; Rev-erbα–FITC-DNA binding, 90 min; actives 0.79% (n = 370,000); AID 1259318, 2017;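 active = activity above about 14%, limit read from the data; passing the limit was not always enough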;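 note: 0% = DMSO wells with 35 nM protein and 100% = DMSO wells with 750 nM protein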
NPR2 activator = human GC-B receptor activators, primary screen, HEK293 GC-B cells, cGMP TR-FRET, EC30 CNP | Atrial natriuretic peptide receptor 2 (Homo sapiens), P20594 | 0% at EC30 CNP, 100% saturating CNP | activation, % at 10 µM | actives 0.11% (n = 370,000);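 active = activation at 10 µM reaching about 35% in either raw or pattern-adjusted values, limit read from the data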
PG9 binder = binders of HIV-1 gp120 antibody PG9, primary screen, biochemical, TR-FRET. HIV-1 gp120 / PG9 antibody interaction. TR-FRET gp120-PG9 antibody binding. inhibition, % at 6.7 µM. actives 0.43% (n = 360,000). AID 624416, 2012; in the data active = inhibition above about 8.5%
HTRA1 inhibitor = HTRA1 serine protease inhibitors, primary screen, biochemical, fluorescence polarization, HTS; inhibition, % at 5.96 µM; AID 504803, 2011; Q92743; recombinant HTRA1, FP-rhodamine activity-based probe; actives 0.5% (n = 340,000); in the data active = inhibition above about 36%;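 note: 0% = enzyme with DMSO and 100% = wells lacking enzyme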
Target sequence (Q92743 whole entry, looked up): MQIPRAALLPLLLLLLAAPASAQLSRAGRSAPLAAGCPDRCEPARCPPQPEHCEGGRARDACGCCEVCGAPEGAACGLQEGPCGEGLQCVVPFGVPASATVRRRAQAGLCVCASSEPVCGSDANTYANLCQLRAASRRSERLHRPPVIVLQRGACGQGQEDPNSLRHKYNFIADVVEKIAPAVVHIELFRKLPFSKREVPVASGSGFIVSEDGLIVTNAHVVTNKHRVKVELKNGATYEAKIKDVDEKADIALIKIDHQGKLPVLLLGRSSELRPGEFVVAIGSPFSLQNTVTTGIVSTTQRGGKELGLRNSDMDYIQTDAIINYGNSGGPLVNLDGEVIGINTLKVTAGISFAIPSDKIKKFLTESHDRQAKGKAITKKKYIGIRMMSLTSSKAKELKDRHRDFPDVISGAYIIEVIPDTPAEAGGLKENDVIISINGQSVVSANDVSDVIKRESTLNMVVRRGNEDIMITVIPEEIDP
ARFGAP1 inh = inhibitors of rat ARFGAP1 GAP activity, primary screen, biochemical, fluorescence polarization, GDP tracer; ADP-ribosylation factor GTPase-activating protein 1 (Rattus norvegicus), Q62848; Arfgap1-stimulated ARF1 GTP hydrolysis, GDP FP detection; inhibition, % at 16.5 µM; actives 0.26% (n = 360,000); AID 651572, 2012;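 active = inhibition above a per-plate limit, mean inhibition of low control wells plus 3 SD, cut at about 25% in these data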;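 note: 0% = DMSO wells with enzyme and 100% = wells lacking Arfgap1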
Target sequence (Q62848 1-136 limits assumed): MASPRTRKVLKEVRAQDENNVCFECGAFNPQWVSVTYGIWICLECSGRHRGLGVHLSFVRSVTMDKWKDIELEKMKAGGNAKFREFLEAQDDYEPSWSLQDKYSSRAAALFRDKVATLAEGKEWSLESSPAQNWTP
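Assay system: Rat Arfgap1 GAP domain (His6, aa 1-136), purified enzyme | Buffer or medium: HEPES 25 mM pH 7.5, NaCl 150 mM, MgCl2, DTT | Schedule: GTP hydrolysis reaction 2 h at 25 °C | Signal: FP of antibody-bound GDP Alexa 633 tracer, ex 620/em 688 nm | Measure: Percent inhibition of Arfgap1-stimulated GTP hydrolysis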
rCAG binder = binders of r(CAG) RNA repeats, primary screen, biochemical, fluorescence. inhibition, % at 3 µM. AID 651821, 2012. r(CAG) RNA repeat, TO-PRO-1 dye displacement fluorescence. actives 1.3% (n = 370,000);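 active = inhibition above the plate cutoff, the mean of all test compounds on that plate plus 3 SD, cut at about 35% in these data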;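 note: 0% = DMSO alone and 100% = 100 µM mitoxantrone as full dye displacement; higher means more dye released from RNA so lower well fluorescence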
* marks the source's active call; other numbers are inactive results; x = no result given; & = joins results of further samples. Not a hit list; any-hit rate near 4.4%.

entry	mol	mABHD4 FP	GC-A act	ASAP1 inh	SMARCA2 act	NR1D1 modulator
1	CC(=O)/C(=N/Nc1ccccc1C)N1CCOCC1	6	-1	0	3	-4
2	COc1ccc(NC(=O)CN2C(=O)c3cccc4cccc2c34)c(OC)c1	-2	0	19	0	7
3	CCOc1ccc(CN2C(=O)c3ccccc3C2=O)cc1C(=O)NC1CC(C)(C)NC(C)(C)C1	3	1	8	1	1
4	Cc1ccc(NC(=O)c2ccc(Cl)c(S(=O)(=O)NCC3CCCO3)c2)c(O)c1 (configuration not stated)	4	3	-1	-4	-4
5	CCOc1cc(/C=C2/NC(=O)NC2=O)cc([N+](=O)[O-])c1O	1	-11	2	-6	1
6	CC(=O)Nc1ccc(C(=O)Nc2ccc(S(=O)(=O)NCC3CCCO3)cc2)cc1 (configuration not stated)	-1	-2	5	2	4
7	O=C(NCc1ccco1)C1C(=O)Nc2ccccc2C(=O)N1C1CCCCC1 (configuration not stated)	7	-1	-4	-2	8
8	CCCSc1nc2c(cnn2-c2ccc(Cl)cc2)c(=O)[nH]1	-3	10	2	-2	7

entry	NPR2 activator	PG9 binder	HTRA1 inhibitor	ARFGAP1 inh	rCAG binder
1	0	-1.4	-2	6	2
2	-12	-2.5	-6	8	2
3	4	0.2	-4	-5	5
4	-3	-0.7	-2	13	7
5	-3	-35	3	10	6
6	2	-1.4	4	0	2
7	0	-1.6	x	-8	6
8	3	1.0	-3	-6	7

Other entries
entry	mol	mABHD4 FP	GC-A act	ASAP1 inh	SMARCA2 act	NR1D1 modulator
9	O=C(COc1ccc(Br)cc1CO)Nc1ccc(F)cc1	-11	-2	2	2	2
10	O=C(COC(=O)/C=C/c1ccc(OC(F)F)cc1)NC1CCCCC1	-1	0	1	-4	1
11	O=C1CC(c2ccco2)c2ccc3ccccc3c2N1 (configuration not stated)	1	-2	4	2	2
12	COc1ccc(NC(=O)CCc2ccc(OC)c(OC)c2)cn1	2	0	-15	-2	-5
13	CN(CC(=O)Nc1ccccc1Cl)C(=O)c1ccc(Cl)c(S(=O)(=O)N2CCCCCC2)c1	-2	0	-2	0	6
14	CCCS(=O)(=O)N1CCN=C1SCc1cccc2ccccc12	1	1	5	6	5
15	Cc1cc2c(ncn2C(C)C)c(N)c1C	2	-3	-16	-3	-3
16	Cc1cc(NC(=O)CCN2C(=O)/C(=C/c3ccccc3Cl)SC2=S)no1	-6	-2	-13	-1	1

entry	NPR2 activator	PG9 binder	HTRA1 inhibitor	ARFGAP1 inh	rCAG binder
9	-7	1.2	-7	-3	4
10	0	-0.1	3	2	-5
11	4	1.5	0	11	-1
12	1	-0.1	4	-3	-3
13	-1	-2.6	-13	2	2
14	0	-2.0	-2	-1	2
15	4	-4.3	-2	2	-1
16	-3	-4.2	-7	-8	3

An excerpt from above in order of length of the SMILES, high to low:
entry	mol	mABHD4 FP	GC-A act	ASAP1 inh	SMARCA2 act	NR1D1 modulator
13	CN(CC(=O)Nc1ccccc1Cl)C(=O)c1ccc(Cl)c(S(=O)(=O)N2CCCCCC2)c1	-2	0	-2	0	6
7	O=C(NCc1ccco1)C1C(=O)Nc2ccccc2C(=O)N1C1CCCCC1 (configuration not stated)	7	-1	-4	-2	8
10	O=C(COC(=O)/C=C/c1ccc(OC(F)F)cc1)NC1CCCCC1	-1	0	1	-4	1
8	CCCSc1nc2c(cnn2-c2ccc(Cl)cc2)c(=O)[nH]1	-3	10	2	-2	7
12	COc1ccc(NC(=O)CCc2ccc(OC)c(OC)c2)cn1	2	0	-15	-2	-5
9	O=C(COc1ccc(Br)cc1CO)Nc1ccc(F)cc1	-11	-2	2	2	2
15	Cc1cc2c(ncn2C(C)C)c(N)c1C	2	-3	-16	-3	-3

entry	NPR2 activator	PG9 binder	HTRA1 inhibitor	ARFGAP1 inh	rCAG binder
13	-1	-2.6	-13	2	2
7	0	-1.6	x	-8	6
10	0	-0.1	3	2	-5
8	3	1.0	-3	-6	7
12	1	-0.1	4	-3	-3
9	-7	1.2	-7	-3	4
15	4	-4.3	-2	2	-1

New compounds follow.
entry	mol	mABHD4 FP	GC-A act	ASAP1 inh	SMARCA2 act	NR1D1 modulator
17	Cc1ccc2c(C)nc(/N=C(\N)NC(=O)N3c4ccccc4Sc4ccccc43)nc2c1	-2&1	1&1	-5&1	3&-1	-3&-2
18	Clc1ccc(OCc2nc(-c3ccc(Br)o3)no2)cc1	-4	7	10	-5	-5
19	COc1cccc(C2CC(=O)NC(SC)=C2C#N)c1 (configuration not stated)	3	-2	-17	-2	4
20	CN(C)c1ccc(/C=N\Nc2ccccn2)cc1	4	-4	-8	4	-2
21	CN(C)CCN(Cc1cc2cc3c(cc2nc1Cl)OCO3)C(=O)c1ccco1	4	-2	-13	-2	-2
22	Cc1ccc2oc(=O)c3cnn(CC(=O)NCCc4ccsc4)c3c2c1	-15	-4	1	-4	10
23	CC(C)C[C@@H](CN1CCC[C@H]1CN1C(=O)C(=O)NC[C@@H]1Cc1ccccc1)N1C[C@H](Cc2ccccc2)N(CC2CCCCC2)C(=O)C1=O	3	-1	3	0	-6
24	CCCCC1(Cc2ccc([N+](=O)[O-])cc2)C(=O)N(c2ccccc2)N(c2ccccc2)C1=O	0	-43	1	-4	1

entry	NPR2 activator	PG9 binder	HTRA1 inhibitor	ARFGAP1 inh	rCAG binder
17	9&-1	-1.5&-0.8	-4&-4	5&-5	7&1
18	-1	0.5	-20	-3	2
19	3	-0.5	4	4	2
20	-12	-17	14	-1	0
21	-5	0.8	5	-11	-2
22	-11	22*	-5	20	7
23	-3	-0.2	x	-5	6
24	-30	-1.6	-32	-8	-3

Other compounds
entry	mol	mABHD4 FP	GC-A act	ASAP1 inh	SMARCA2 act	NR1D1 modulator
25	O=C(Nc1ccc(-c2nnc3n2CCCCC3)cc1)c1cnccn1	8	-2	-1	-2	-2
26	COC(=O)[C@H](CCSC)NC(=O)NCCC1=CCCCC1	-1	-2	-18	-4	6
27	CCCCCCc1cc2cc(S(=O)(=O)c3ccc(F)cc3)c(=O)oc2cc1O	1	-1	-2	0	3
28	Cc1cccc(C(=O)NCCN2CCN(c3ccccc3)CC2)c1	-11	-3	6	0	-5
29	CCCNC(=O)Nc1ccc2c(c1)OC[C@H](C)N(C(=O)C1CCCCC1)C[C@@H](C)[C@H](OC)CN(C)C2=O	3	1	1	-1	0
30	O=C(COC(=O)c1ccccc1)c1ccc(Br)cc1	5	8	-10	5	-2
31	O=C(CSc1nnc(-c2ccco2)n1-c1ccccc1)NCc1ccc2c(c1)OCO2	2	-7	1	3	0
32	Cn1c(SCC(=O)NCCc2ccccc2)nnc1-c1ccncc1	2	-1	-15	-1	1

entry	NPR2 activator	PG9 binder	HTRA1 inhibitor	ARFGAP1 inh	rCAG binder
25	-2	-1.7	4	12	0
26	2	-0.5	-4	9	-4
27	6	-0.1	-4	-6	14
28	4	-1.6	-2	14	0
29	-1	-2.8	x	-6	2
30	-1	-1.5	-10	9	-2
31	-9	-1.1	-1	0	0
32	6	0.6	-4	1	-3

Further records
entry	mol	mABHD4 FP	GC-A act	ASAP1 inh	SMARCA2 act	NR1D1 modulator
33	CCO[C@H]1OC(C(=O)N2CCN(Cc3ccc4c(c3)OCO4)CC2)=C[C@@H](c2ccc(C(F)(F)F)cc2)[C@@H]1CCCO	-7	-4	-11	-1	7
34	CCOc1cc(/C=N/NC(=O)Nc2ccccc2)ccc1O	-6	-1	4	3	-6
35	Nc1[nH]c(C(=O)c2ccccc2)c(-c2ccccc2Br)c1C(=O)NCCc1c[nH]c2ccccc12	18	-12	4	-3	-2
36	COc1ccc(-c2cn3cccnc3n2)cc1	2	5	10	0	-6
37	CC(=O)C[C@H](O)CC(=O)[C@H]1OC(=O)CCCCCc2ccccc21	6	3	8	0	-5
38	C=CCn1c(-c2cccn(Cc3cccc(Cl)c3)c2=O)n[nH]c1=S	12	1	2	-3	-2
39	Nc1cccc(-c2cncc(N3CCN(Cc4ccccn4)CC3)n2)c1	1	2	1	0	-4
40	CC(C)(C)n1ncc2c(=O)n(CC(=O)N3CCCCCC3)cnc21	0	2	3	2	5
41	Cc1ccc(NC(=S)Nc2ccc(Cl)c(Cl)c2)c(OC(F)F)c1	0	7	13	1	1
42	O=C(COC(=O)CC1CCCC1)Nc1ccc(OC(F)F)cc1	-6	4	4	-1	-4
43	O=C(COc1ccccc1)Nc1ccc(S(=O)(=O)N2CCCCCC2)cc1	-8	-3	-10	2	4

entry	NPR2 activator	PG9 binder	HTRA1 inhibitor	ARFGAP1 inh	rCAG binder
33	-5	-0.4	-25	2	-6
34	0	-3.0	-2	-2	-1
35	-13	-2.0	x	12	11
36	1	1.0	4	12	-1
37	0	0.2	5	-2	3
38	-3	-0.5	2	9	0
39	3	-1.5	x	13	2
40	-5	2.6	4	-10	1
41	-8	-2.7	1	-2	6
42	2	1.4	-10	9	-2
43	4	-2.4	-23	8	-2
